# 697 NFkB inh = inhibitors of the PMA/ionomycin-induced NF-kB reporter in 697 B cells | 697 B-cell NF-kB luciferase reporter, 16 h | 330,000 tested, 0.33% active | inhibition, % at 4 µM; in the data active = inhibition above about 35%
# SENP7 block = SENP7 protease inhibition; Q9BQF6; recombinant SENP7, Z-RLRGG-aminoluciferin luminescence, 40 min; inhibition, % at 5 µM; 330,000 tested, 1.5% active; AID 434973;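 active = inhibition above about 50% at the single test dose, limit read from the data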;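 note: plate controls were DMSO with enzyme for no effect and no enzyme buffer wells for full effect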
# Target sequence (Q9BQF6 706-1050 limits assumed): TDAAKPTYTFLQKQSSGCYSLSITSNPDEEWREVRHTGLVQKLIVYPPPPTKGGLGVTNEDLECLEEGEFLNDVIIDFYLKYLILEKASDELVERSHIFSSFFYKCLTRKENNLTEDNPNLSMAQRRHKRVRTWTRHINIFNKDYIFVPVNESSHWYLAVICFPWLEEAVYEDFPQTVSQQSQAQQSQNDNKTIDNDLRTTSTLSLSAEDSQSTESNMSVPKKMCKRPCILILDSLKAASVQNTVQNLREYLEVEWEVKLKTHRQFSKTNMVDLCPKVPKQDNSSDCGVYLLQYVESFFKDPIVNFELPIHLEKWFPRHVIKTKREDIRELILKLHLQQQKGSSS
# Gli-Sufu block = antagonists of Gli-Sufu signaling | Sufu-KO-LIGHT fibroblasts, Gli luciferase reporter luminescence | inhibition, % at 5 µM | 340,000 tested, 0.74% active | AID 588413;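 active = inhibition above about 55%, limit read from the data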;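 note: 0% = DMSO-treated cells and 100% = wells with medium but no cells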
# Jurkat NFkB inh = lowers PMA/ionomycin-induced NF-kB signal in Jurkat cells. AID 435003. inhibition, % at 4 µM. 330,000 tested, 0.53% active. PMA/ionomycin-induced NF-kB luciferase reporter, luminescence
# UBC13 inh = blocks human UBC13 polyubiquitin chain formation. P61088. 330,000 tested, 0.47% active. inhibition, % at 20 µM. AID 485273. TR-FRET; in the data active = inhibition above about 45%, passing the limit was not always enough
# Target sequence (P61088 whole entry, looked up): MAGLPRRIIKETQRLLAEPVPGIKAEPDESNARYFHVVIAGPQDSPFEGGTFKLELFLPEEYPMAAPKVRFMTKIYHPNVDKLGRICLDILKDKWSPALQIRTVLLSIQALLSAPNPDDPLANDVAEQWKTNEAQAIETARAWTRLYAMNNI
# SENP8 inh = SENP8 protease inhibition; inhibition, % at 10 µM; 330,000 tested, 1.2% active; Q96LD8; purified SENP8, Z-RLRGG-aminoluciferin cleavage, luminescence
# Target sequence (Q96LD8 whole entry, looked up): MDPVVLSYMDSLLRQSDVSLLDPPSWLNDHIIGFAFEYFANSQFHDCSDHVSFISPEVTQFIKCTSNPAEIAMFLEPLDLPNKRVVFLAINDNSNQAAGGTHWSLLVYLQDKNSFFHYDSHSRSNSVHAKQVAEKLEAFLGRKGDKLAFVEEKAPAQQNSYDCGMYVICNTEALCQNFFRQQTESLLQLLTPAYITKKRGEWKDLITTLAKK
# HKDC1 inhibitor = inhibitors of human hexokinase HKDC1 | Q2TB90 | recombinant HKDC1, G6PDH/diaphorase resazurin coupled fluorescence | inhibition, % at 20 µM | 340,000 tested, 0.16% active;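 active = inhibition above about 35% when tested at 20 µM, limit read from the data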;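 note: plate controls were DMSO wells with enzyme for no effect and DMSO wells lacking enzyme for full effect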
#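 Assay system: in-house recombinant HK5 (HKDC1) enzyme. Input: HKDC1 at 5 µg/mL. Medium: Tris pH 8.0 buffer with MgCl2, Tween-20, BSA, BME. Dosing: single 20 µM dose. Schedule: 90 min reaction incubation at room temperature, dark. Signal: resazurin-to-resorufin fluorescence via G6PDH and diaphorase coupling, 525/613 nm. Controls: DMSO-enzyme wells negative, buffer-substituted wells positive.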
# Apaf1 inhib = human Apaf-1 inhibition; reconstituted apoptosome caspase-3 activity, DEVD-Rh110 fluorescence; 330,000 tested, 0.71% active; O14727; inhibition, % at 20 µM; active = inhibition of at least 40% at 20 µM;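 note: plate controls were DMSO wells for no effect and DEVD-CHO caspase inhibitor wells for full effect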
#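 detection = Rh110 fluorescence intensity | test system = biochemical Apaf-1 apoptosome reconstitution | also added = cytochrome c and DEVD-Rh110 substrate | schedule = 30 min plus 50 min, RT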
# The depositor's hits bear a star; . = not tested or not shown. Cut-off read from the data, not from the text of the source, unless noted: active = inhibition above about 50%; inactive = the rest.
SMILES,697 NFkB inh,SENP7 block,Gli-Sufu block,Jurkat NFkB inh,UBC13 inh,SENP8 inh,HKDC1 inhibitor,Apaf1 inhib
COc1cc(N(C)C)c(NC(C)=O)cc1C(=O)O,5,-2,5,8,5,1,1,-14
Cc1ccc(C)c(Cn2nnc3c(=O)[nH]c(C(=O)NCc4ccco4)nc32)c1,13,-2,1,8,-6,5,14,-9
O=C(CN1C(=O)/C(=C/c2ccco2)SC1=S)Nc1ccc(C(=O)O)c(O)c1,8,-4,5,16,-8,4,17,11
Cc1cccc2nc(=S)n(C(=O)c3ccco3)n12,-128,-56,-70,-88,-5,-31,-4,-16
O=C(NCCCN1CCOCC1)c1cccc(S(=O)(=O)N2CCOCC2)c1,11,-1,-3,3,4,-9,-5,-4
COc1ccc(C(=O)NCC2(c3ccc(OC)c(OC)c3)CCCC2)c(OC)c1,2,0,13,2,7,-8,0,8
COc1ccc(CCN2CC(C(=O)N(C)Cc3ccccc3OC)CCC2=O)cc1 (stereo not given),2,16,1,-2,-2,1,-1,5
Cc1cccnc1NC1OC(=O)c2ccccc21 (stereo not given),-7,5,1,-2,-2,-4,-5,-3
CC(Sc1nnc(Cc2ccc([N+](=O)[O-])cc2)o1)C(N)=O (stereo not given),8,-10,9,-6,-4,-12,-6,-9
CCOCCCn1c(=N)c(C(=O)NCc2ccc3c(c2)OCO3)cc2c(=O)n3ccccc3nc21,23,-2,.,27,-22,0,.,-9
O=C(NC(Cc1ccccc1)C(=O)O)/C(=C\c1ccc(Cl)cc1)NC(=O)c1ccco1 (stereo not given),18,-5,-9,6,-5,-2,-5,-2
Cc1cc(C)c(NC(=O)CCn2nnc3ccccc32)c(C)c1,-4,-11,8,6,3,-10,3,6
CC1CCCCC1NC(=O)Cn1cccc1C(=O)c1ccccc1 (stereo not given),0,0,-4,-2,2,9,-1,7
O=C(CN1C(=O)c2ccccc2S1(=O)=O)NCc1ccc2c(c1)OCO2,25,4,-4,4,9,-1,-13,-26
O=C(NCc1ccc(F)cc1)C1CCN(S(=O)(=O)c2cccnc2)CC1,-12,0,6,5,-8,-6,-8,-3

# Single records, as listed above. Order of values: 697 NFkB inh, SENP7 block, Gli-Sufu block, Jurkat NFkB inh, UBC13 inh, SENP8 inh, HKDC1 inhibitor, Apaf1 inhib
# Cc1cc(C)c(NC(=O)CCn2nnc3ccccc32)c(C)c1 is entered as -4, -11, 8, 6, 3, -10, 3, 6
# Cc1cccc2nc(=S)n(C(=O)c3ccco3)n12 is entered as -128, -56, -70, -88, -5, -31, -4, -16
# O=C(NCCCN1CCOCC1)c1cccc(S(=O)(=O)N2CCOCC2)c1 is entered as 11, -1, -3, 3, 4, -9, -5, -4
# O=C(NC(Cc1ccccc1)C(=O)O)/C(=C\c1ccc(Cl)cc1)NC(=O)c1ccco1 (stereo not given) is entered as 18, -5, -9, 6, -5, -2, -5, -2
# COc1cc(N(C)C)c(NC(C)=O)cc1C(=O)O is entered as 5, -2, 5, 8, 5, 1, 1, -14

# Entries shown so far with a COOH group:
SMILES,697 NFkB inh,SENP7 block,Gli-Sufu block,Jurkat NFkB inh,UBC13 inh,SENP8 inh,HKDC1 inhibitor,Apaf1 inhib
COc1cc(N(C)C)c(NC(C)=O)cc1C(=O)O,5,-2,5,8,5,1,1,-14
O=C(CN1C(=O)/C(=C/c2ccco2)SC1=S)Nc1ccc(C(=O)O)c(O)c1,8,-4,5,16,-8,4,17,11
O=C(NC(Cc1ccccc1)C(=O)O)/C(=C\c1ccc(Cl)cc1)NC(=O)c1ccco1 (stereo not given),18,-5,-9,6,-5,-2,-5,-2

# Going on with the list.
SMILES,697 NFkB inh,SENP7 block,Gli-Sufu block,Jurkat NFkB inh,UBC13 inh,SENP8 inh,HKDC1 inhibitor,Apaf1 inhib
Cc1ccc(C(c2cc(Cl)c3cccnc3c2O)N2CCN(C)CC2)cc1 (stereo not given),-44,4,-19,33,8,0,-10,29
Cn1c(CNc2ccccn2)c(C#N)c2ccccc21,0,2,1,-13,-8,-8,-6,1
O=S(=O)(c1cccc(-c2nc3n(n2)Cc2ccccc2-3)c1)N1CCCC1,-37,-9,-46,-13,-12,-13,11,6
O=c1cc(O)nc(SC23CC4CC(CC(C4)C2)C3)[nH]1,12,1,-2,14,-3,1,16,-13
CCCc1ccc(OCC(O)CN2CCN(C(=O)OCC)CC2)cc1 (stereo not given),0,5,5,14,-1,-3,-3,7
CC(=O)NCc1ccc(C(=O)CSc2nnc(C3CC3)n2C2CC2)cc1,18,0,0,22,5,-4,-4,-6
COC(=O)C(N)Cc1ccc(Cl)cc1 (stereo not given),5,2,7,-7,3,3,-6,-7
COC(=O)c1scc(C)c1N/N=C(\C)c1cc(F)c(Cl)cc1F,16,4,-9,-7,-7,1,-7,6
O=C(c1ccc(Cl)c(S(=O)(=O)N2CCCCC2)c1)N1CCCCCC1,-13,-8,7,-25,6,-2,-7,4
COc1ccc(C(O)P(=O)(OC(C)C)c2ccc(N(C)C)cc2)c(OC)c1 (stereo not given),21,-8,-2,3,6,-2,-5,1
O=C(COC(=O)c1cccc(S(=O)(=O)N2CCOCC2)c1)Nc1ncc(Cl)cc1Cl,0,6,3,6,-12,-3,-4,0
O=C(NCC1COc2ccccc2O1)Nc1ccccc1F (stereo not given),21,1,-3,-6,2,-9,-2,1
Cc1ccsc1/C=C1/SC(N2CC(C)OC(C)C2)=NC1=O (stereo not given),9,1,-4,-2,-1,-5,-4,-11
CC(=O)c1ccc(N2CCN(S(=O)(=O)c3ccc4c(c3)CC(C)N4C(=O)C3CC3)CC2)cc1 (stereo not given),-10,6,67*,58*,10,2,-6,3
CC(=O)N1CCN(Cc2nc3cc(NC(=O)c4ccccc4)ccc3n2C)CC1,-20,-9,-6,-9,-2,-9,-2,1
COc1cc(C2NC(=O)NC(C)=C2C(=O)OC2CCCCC2)cc(Cl)c1O (stereo not given),-6,6,2,4,0,-2,5,13
Cc1cc(NC(=O)C2CC2)n(-c2nc3ccccc3s2)n1,-9,0,-1,-6,2,7,-3,2
COc1cccc(C(=O)NNC(=O)C(=O)Nc2cccc3ccccc23)c1,20,2,15,0,2,-2,1,18
O=C(CCN1CCCCC1)Nc1cccc(Cl)c1,5,2,1,5,0,-11,-1,-11
O=C(/C=C/c1ccc2c(c1)OCO2)NCCSCc1cccc(Cl)c1,27,2,-4,12,9,-5,-3,10
CC(C)CCC(C(=O)O)C(C)CC(=O)Nc1ccn(-c2ccccc2)n1 (stereo not given),34,-4,16,6,8,-2,-7,-12
COC(=O)c1c(NC(=O)c2ccc(OC(C)C)cc2)sc2c1CC(C)(C)NC2(C)C,-12,2,1,19,84*,-3,2,53*
COc1ccccc1NC(=O)CN1C(=O)NC(C)(C)C1=O,8,-3,7,-5,-10,-9,-9,-9
C=CCC(C(=O)OC)(C(=O)OC)c1ccc([N+](=O)[O-])cn1,13,1,-2,-7,-2,-1,-3,0
Cc1cc(C(=O)OCC(=O)Nc2cccc(S(=O)(=O)N(C)C)c2)c(C)o1,1,8,2,-2,12,-3,0,-16
COc1ccc(NC(=O)CN(C)C(=O)/C=C/c2ccc(OCc3ccccc3)cc2)cc1,1,-6,5,23,-4,11,-7,-1
COC(=O)c1sccc1N/N=C/c1ccc(OC)c(OC)c1OC,-41,3,-57,-29,8,2,-4,-2
CCSc1nc2c(c(=O)[nH]1)C(c1ccncc1)C(C(=O)OC)=C(C)N2 (stereo not given),-4,7,4,-12,8,5,4,-3
CC(=O)c1c(C)n(-c2ccccc2Br)c2ccc(O)cc12,-7,0,-5,-13,-2,-7,4,11
Cc1ccccc1N1CCN(C2CCCN(C(=O)c3cc(CC(C)C)nn3C)C2)CC1 (stereo not given),-9,3,19,5,9,4,-4,2
O=C(COC(=O)COc1ccc(Cl)cc1Br)NCc1cccs1,0,3,-4,14,10,-10,-7,8
COc1ccc(N(CC(=O)NC2CCCCC2)C(=O)CNC(=O)c2cccs2)cc1OC,3,10,26,7,5,4,-3,-6
COc1ccc(OCC(O)Cn2cnc(-c3ccc(Br)cc3)c2)cc1 (stereo not given),-4,1,7,14,12,-2,2,19
COC(=O)C1=C(O)C(C(=O)OC)C(c2ccc(C)cc2)C(C#N)(C#N)C1c1ccc(C)cc1 (stereo not given),-6,5,33,0,-5,-4,-7,23
COCCN(C(=O)c1ccc(C)o1)c1c(N)n(CC(C)C)c(=O)[nH]c1=O,21,-7,-13,-5,-8,-5,-3,4
CC1CCCC(=C\c2ccccc2)/C1=N/O (stereo not given),4,1,2,12,2,-2,-5,-4
Cc1cccc(NC(=O)c2cnn(-c3ccccc3)c2C)c1C,-89,10,-25,-74,1,-12,-3,-6
COc1ccc(CCNC(=O)C(C)Sc2ccccc2)cc1OC (stereo not given),8,6,-10,4,4,-4,-2,-2
Cc1cc(C(=O)N/N=C/c2ccc([N+](=O)[O-])cc2)c(C)o1,3,39,-14,3,-6,15,-8,-1
Cn1c(Cn2nnc3ccccc32)nnc1SCC(=O)N1c2ccccc2Sc2ccccc21,-14,-1,-2,-9,3,-5,0,5
CC(C)(C)c1ccc(OCCON2C(=O)CCC2=O)c(Cl)c1,-9,3,4,-8,-3,2,0,2
O=C(CSc1ncccn1)Nc1ccc(S(=O)(=O)N2CCCCC2)cc1,32,5,1,9,-7,6,4,2
CCOC(=O)CC1(C)NC(=O)c2c(C)sc(C(=O)OCC)c2N1 (stereo not given),15,2,10,0,16,1,-2,3
O=C(CSc1nnc2ccccn12)NC(=O)c1ccccc1,11,6,0,4,2,-3,-2,-9
CC1CCCN(S(=O)(=O)c2cccc(C(=O)NCC3CCCO3)c2)C1 (stereo not given),7,0,1,1,6,5,-4,-6

# Of the compounds above, these contain a nitro group on carbon:
SMILES,697 NFkB inh,SENP7 block,Gli-Sufu block,Jurkat NFkB inh,UBC13 inh,SENP8 inh,HKDC1 inhibitor,Apaf1 inhib
CC(Sc1nnc(Cc2ccc([N+](=O)[O-])cc2)o1)C(N)=O (stereo not given),8,-10,9,-6,-4,-12,-6,-9
C=CCC(C(=O)OC)(C(=O)OC)c1ccc([N+](=O)[O-])cn1,13,1,-2,-7,-2,-1,-3,0
Cc1cc(C(=O)N/N=C/c2ccc([N+](=O)[O-])cc2)c(C)o1,3,39,-14,3,-6,15,-8,-1

# Additional structures:
SMILES,697 NFkB inh,SENP7 block,Gli-Sufu block,Jurkat NFkB inh,UBC13 inh,SENP8 inh,HKDC1 inhibitor,Apaf1 inhib
O=[N+]([O-])c1cccc2nc(-c3ccccc3)c(-c3ccccc3)nc12,-5,1,1,-7,5,2,4,13
O=C(/C=C/c1ccc(F)cc1)NC(=S)Nc1ccccc1C(=O)NC1CCCCC1,-22,-3,-1,-16,-20,-2,2,1
COc1ccc(CCNc2ccc([N+](=O)[O-])cn2)cc1,6,3,.,3,1,0,-2,0
Cc1cn([C@H](C(=O)NCCCCCCCCCCC(=O)N2CCN(C(=O)OC(C)(C)C)CC2)[C@@H](C)O)nn1,-10,-2,9,12,4,4,-6,1

# From PubChem BioAssay
